# MRP resist rev = compounds reversing MRP-mediated drug resistance; H69AR cells + 2 uM doxorubicin, CellTiter-Glo, 72 h; differential viability (reversal), % at 10 µM; 0.04% of 85,000 active; AID 602;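 active = viability drop by adding the cancer drug above about 55%, with treated viability meeting a 40% cutoff, limit read from the data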;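 note: viability without doxorubicin minus viability with 2 µM doxorubicin for each compound; larger differential means the compound sensitizes cells more to doxorubicin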
# PLAP inhibition = inhibition of human placental alkaline phosphatase – biochemical, luminescence, HTS (AID 690); inhibition, % at 20 µM, or IC50 in µM where a hit was titrated; 0.08% of 96,000 active; purified PLAP, luminescent substrate; higher % means a stronger effect; in the data active = a potency from the dose series; inactive = the rest, 99 in 100 with inhibition below about 30%; note: strong numbers were not always called active
# Bcl-B TR3 displacers = displacers of TR3 peptide from Bcl-B, primary screen, selectivity assay for Bfl-1 inhibitor project, biochemical, fluorescence polarization. FP displacement of FITC-TR3 peptide from Bcl-B; higher % means a stronger effect. one-dose displacement, % at 20 µM; IC50 in µM for titrated hits. 0.11% of 96,000 active. AID 748;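 active = displacement above 50% at 20 µM plus a fluorescence interference ratio under 1.5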;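 note: plate controls were wells without compound for no effect and wells lacking Bcl-B protein for full effect; a part of the inactive calls stands beside numbers as strong as those of hits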
# NFkB transloc pot = enhances IL-1B driven NFkB nuclear translocation | HUVEC IL-1B NFkB p65 nuclear translocation imaging | activation, % at 2 µM | 0.3% of 94,000 active | AID 819;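 active = activation above 40%, about the mean plus 3 SD, also judged a hit on visual image review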;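 note: percent activation is computed from the nuclear over cytoplasmic p65 intensity ratio; values of inactives mirror those of a sister screen read the other way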
# IL1B NFkB inh = blocks IL-1B driven NFkB nuclear translocation in HUVEC cells; 0.43% of 94,000 active; HUVEC IL-1B NFkB p65 nuclear translocation imaging; AID 796; inhibition, % at 2 µM;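 active = inhibition above about 30% together with a positive call from visual inspection of the well image, limit read from the data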;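 note: nuclear over cytoplasmic p65 intensity ratio measured by imaging; 0% = IL-1B stimulated DMSO wells and 100% = unstimulated DMSO wells; values of inactives mirror those of a sister screen read the other way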
# MRP resist rev cytotoxicity = also measured in MRP resist rev; calls as there; viability, %; H69AR cells, CellTiter-Glo, 72 h; measured here: cytotoxicity without doxorubicin
# MRP resist rev with doxorubicin = recorded beside MRP resist rev, whose call it bears; viability, %; measured here: viability with 2 uM doxorubicin; hits give low values
# IL1B NFkB inh cell count 2 µM = recorded beside IL1B NFkB inh, whose call it bears; cell count; measured here: cells passing quality filter;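 raw number of nuclei counted in each imaged well without normalization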
# NFkB transloc pot cell count 2 µM = also measured in NFkB transloc pot; calls as there; cell count; measured here: cells passing quality filter
# An asterisk follows results filed as active; . = no result given.
# Each structure is followed by: MRP resist rev	MRP resist rev cytotoxicity	MRP resist rev with doxorubicin	PLAP inhibition	Bcl-B TR3 displacers	NFkB transloc pot	NFkB transloc pot cell count 2 µM	IL1B NFkB inh	IL1B NFkB inh cell count 2 µM
Cc1ccc(S(=O)(=O)N2c3cc(C)ccc3OCC2C(C)(C)C)cc1 (stereo not given)
  .	.	.	6%	0%	.	.	.	.
CN(Cc1ccc(O)cc1)C1CCCCC1
  -82	30	111	18%	-6%	-2	104	2	104
CC(=O)Nc1ccc(NC(=O)c2cccc(C(=O)OC(C)C)n2)cc1
  3	84	82	-14%	0%	-21	97	21	97
CCOC(=O)C1=C(C)N(C)C(=O)NC1c1c(C)nn(-c2ccccc2)c1C (stereo not given)
  2	82	80	3%	9%	-8	168	8	168
Nc1nnc(SCCOc2cccc(Br)c2)s1
  7	88	82	6%	14%	-7	167	7	167
CCOC(=O)c1c(-c2ccccc2)oc2ccc(OC(C)=O)cc12
  -5	67	73	15%	-2%	11	159	-11	159
CCC(C)(C)n1nnnc1C(c1ccncc1)N1CCC(C)CC1 (stereo not given)
  9	90	81	.	.	6	103	-6	103
COc1ccc(S(=O)(=O)n2nc(OC(=O)c3ccccc3)cc2N)cc1
  -14	75	89	3%	-7%	-4	95	4	95
CC(NC(=O)C(CC(=O)OC(C)(C)C)NC(=O)OC(C)(C)C)C(N)=O (stereo not given)
  9	88	79	8%	0%	28	201	-28	201
COc1ccc(C2C(C(=O)c3ccco3)=C(O)C(=O)N2CCOCCO)cc1OC (stereo not given)
  -10	97	107	-39%	-2%	0	111	0	111
Cc1cc(NS(=O)(=O)c2ccc(NC(=O)c3oc4ccccc4c3C)cc2)no1
  3	90	87	-5%	7%	3	88	-3	88
CS(=O)(=O)N(CC(=O)N1CCN(c2ccccc2)CC1)c1cccc(Br)c1
  -2	88	90	-73%	4%	31	126	-31	126
COc1ccc(Cl)cc1NC(=O)CN1CCC(n2nnc3cc(F)ccc32)CC1
  -12	65	77	17%	-6%	-100	13	100*	13*
Fc1cccc(F)c1CN1CCN(c2ncccn2)CC1
  2	97	96	-30%	4%	1	139	-1	139
CC(C)CN(C(=O)COC(=O)Cc1c[nH]c2ccccc12)C1CCS(=O)(=O)C1 (stereo not given)
  5	108	103	-44%	4%	3	117	-3	117
CCCNc1nc(Nc2ccc(C)cc2)nc(N2CCCC2)n1
  -6	35	42	1%	-10%	-1	177	1	177
O=C(CCCOc1ccc(Cl)cc1)NCC1CCCO1 (stereo not given)
  -2	98	100	-19%	0%	14	39	-14	39
Cc1cc(-n2c(C)cc(C(=O)COC(=O)CN=C3NS(=O)(=O)c4ccccc43)c2C)no1
  .	.	.	9%	-12%	6	149	-6	149
COc1cccc(-n2c(Cc3cc(=O)[nH]c(=O)[nH]3)nnc2SCC(=O)NC2CCCC2)c1
  -3	95	97	-26%	-5%	-8	138	8	138
Cn1cc(S(=O)(=O)CC(=O)N2CCc3ccccc32)c2ccccc21
  -2	94	96	24%	-3%	20	198	-20	198
O=C(O)c1ccc(CN2C(=O)c3ccccc3S2(=O)=O)cc1
  -6	97	103	-16%	-2%	-6	159	6	159
COC(=O)Nc1sc2c(c1C(=O)N1CCOCC1)CCC(C)C2 (stereo not given)
  7	87	80	0%	-8%	-4	103	4	103
CCCCSc1[nH]c(=O)c(C(=O)OCC)cc1C#N
  10	108	98	13%	-13%	2	195	-2	195
c1ccc2c(c1)CCCn1nnnc1-2
  16	97	80	21%	0%	-5	113	5	113
Cc1cc(NC(=O)CSc2nnc(CNc3cccc(C(F)(F)F)c3)n2Cc2ccco2)no1
  -10	75	85	10%	5%	7	101	-7	101
COc1cccc(C(=O)Oc2cc(N)n(S(=O)(=O)c3ccc(C)cc3)n2)c1OC
  -10	90	100	16%	3%	-33	115	32*	115*
O=C(c1nc2ccccc2s1)N1CCSCC1
  11	110	99	15%	-13%	4	89	-4	89
O=C(NC1CCN(C(=O)Nc2cccc(F)c2)CC1)C1CCCCC1
  -3	87	89	14%	4%	5	207	-5	207
Cc1ccc(S(=O)(=O)N2CCN(C(=O)COc3ccc(-c4nnco4)cc3)CC2)cc1
  8	88	80	-12%	7%	-13	110	13	110
O=C(NCc1cccnc1)c1cc(-c2cccs2)on1
  25	97	72	-2%	0%	18	123	-18	123

# Additional compounds.
# Each structure is followed by: MRP resist rev	MRP resist rev cytotoxicity	MRP resist rev with doxorubicin	PLAP inhibition	Bcl-B TR3 displacers	NFkB transloc pot	NFkB transloc pot cell count 2 µM	IL1B NFkB inh	IL1B NFkB inh cell count 2 µM
O=C(O)Cn1c(SCc2ccccc2)nc2ccccc21
  14	91	77	-6%	9%	22	184	-22	184
CN(C)c1ccc(N/C=C/C(=O)c2ccccc2)cc1
  -13	52	66	2%	-20%	-1	149	1	149
CCCCn1nc2cc(C(=O)NCc3cc(C(F)(F)F)cc(C(F)(F)F)c3)ccc2c1OCC
  .	.	.	-9%	-5%	-1	146	1	146
Cc1ccc(-c2cc(C(=O)OCC(=O)Nc3cc(C)on3)c3ccccc3n2)c(C)c1
  8	92	85	-23%	-2%	-2	152	2	152
Cc1c(NC(=O)CN2C(=O)c3cccc4cccc2c34)c(=O)n(-c2ccccc2)n1C
  .	.	.	-1%	-4%	-2	130	2	130
COc1ccc(C2CC(c3ccccc3)=NN2c2ccc(/C=N/NC(=O)c3ccncc3)cc2)cc1 (stereo not given)
  .	.	.	2%	-41%	1	172	-1	172
CCN(CC)c1ccc(NC(=O)COC(=O)CCC(=O)c2ccc(F)cc2)cc1
  .	.	.	-18%	-5%	-4	146	4	146
CCCS(=O)(=O)N1CCN(Cc2ccco2)CC1
  .	.	.	-13%	15%	15	160	-14	160
CN(C)S(=O)(=O)c1cccc(NC(=O)c2cc3ccccc3o2)c1
  .	.	.	10%	2%	0	136	0	136
O=C(O)c1ccccc1NS(=O)(=O)c1cccc2cccnc12
  -1	98	100	16%	-8%	2	89	-2	89
O=C(NCc1ccc2c(c1)OCO2)c1cccnc1
  .	.	.	14%	-3%	7	152	-7	152
CC1=NN(c2nc(C)cc(C)n2)C(=O)C1CCC(C)C (stereo not given)
  -19	65	84	-127%	10%	7	164	-7	164
O=C(NC1CCCC1)C1CCN(S(=O)(=O)c2cccc3cccnc23)CC1
  22	99	77	10%	-8%	-3	114	3	114
COc1cccc(C(=O)CN2CCN(S(=O)(=O)c3ccc(Br)cc3)CC2)c1
  .	.	.	0%	-10%	10	92	-10	92
COc1ccc(-c2noc(CCC(=O)NCCN(C)Cc3ccccc3)n2)cc1
  21	101	80	-55%	2%	-3	63	3	63
O=C(c1ccc(F)cc1)N(Cc1ccccc1)C1CCS(=O)(=O)C1 (stereo not given)
  7	84	77	-15%	3%	0	209	0	209
Cc1cc(C)cc(Oc2ccc(N)cc2)c1
  -4	94	98	14%	-5%	17	144	-17	144
CCCOc1ccc(C(C)=O)cc1CC(C(=O)OCC)C(=O)OCC
  17	84	68	-22%	-4%	-8	182	8	182
CCOC(=O)N1CCN(C(=O)CNC(=O)c2nn(-c3ccc(OC)cc3)c(=O)c3ccccc23)CC1
  .	.	.	-33%	-5%	-6	157	6	157
Cc1cc(NC(=O)CSc2nc3ccsc3c(=O)n2Cc2ccccn2)n[nH]1
  -2	95	97	-61%	-5%	7	57	-5	57
CCN1C(=O)c2cccc3c(S(=O)(=O)Nc4ccc(OC)cc4OC)ccc1c23
  11	86	75	-9%	-2%	-4	110	4	110
N#Cc1ccsc1NC(=O)CN1CCCCC1
  .	.	.	-9%	9%	-1	57	1	57
Cc1ccc(Nc2nc(N)nc(CN3CCC(C)CC3)n2)c(C)c1
  -2	33	35	.	.	16	154	-16	154
O=C(Cn1nc(C(F)(F)F)c2c1CCC2)NCc1ccc(F)cc1
  15	104	88	7%	-2%	.	.	.	.
CCc1ccc(S(=O)(=O)NCCc2cn3ccsc3n2)s1
  6	97	91	-105%	0%	5	44	-5	44
CCOC(=O)C1=C(CC)NC2=C(C(=O)CCC2)C1c1ccc(OC)c(OC)c1 (stereo not given)
  -16	76	92	2%	-8%	-2	140	2	140
Cn1cc(S(=O)(=O)N2CCN(c3ccccc3F)CC2)c(=O)n(C)c1=O
  11	89	78	-15%	-5%	2	188	-2	188
O=C(O)C1NCCc2ccccc21 (stereo not given)
  -9	72	81	12%	1%	11	171	-11	171
CCOc1ccc(Cl)cc1S(=O)(=O)N1CCN(c2ccc(C)c(C)c2)CC1
  -30	39	69	-14%	-8%	1	169	-1	169
C=Cn1c(N2CCOCC2)nc2c1c(=O)[nH]c(=O)n2C
  .	.	.	23%	-12%	11	114	-11	114

# 2 entries drawn at random from those above, as already listed:
# Each structure is followed by: MRP resist rev	MRP resist rev cytotoxicity	MRP resist rev with doxorubicin	PLAP inhibition	Bcl-B TR3 displacers	NFkB transloc pot	NFkB transloc pot cell count 2 µM	IL1B NFkB inh	IL1B NFkB inh cell count 2 µM
COc1cccc(C(=O)CN2CCN(S(=O)(=O)c3ccc(Br)cc3)CC2)c1
  .	.	.	0%	-10%	10	92	-10	92
CCN(CC)c1ccc(NC(=O)COC(=O)CCC(=O)c2ccc(F)cc2)cc1
  .	.	.	-18%	-5%	-4	146	4	146

# The results go on:
# Each structure is followed by: MRP resist rev	MRP resist rev cytotoxicity	MRP resist rev with doxorubicin	PLAP inhibition	Bcl-B TR3 displacers	NFkB transloc pot	NFkB transloc pot cell count 2 µM	IL1B NFkB inh	IL1B NFkB inh cell count 2 µM
CN(C(=O)C1CCOC1)c1nnc(-c2ccccn2)s1 (stereo not given)
  -3	94	98	15%	-8%	28	148	-28	148
COCCNC(=O)C(c1ccc(F)cc1)N(CC1CCCO1)C(=O)CCC(=O)Nc1ccccn1 (stereo not given)
  -4	102	106	-24%	6%	-1	193	1	193
O=S(=O)(c1ccc(Cl)cc1)N1CCC(O)(c2cccnc2)CC1
  18	111	94	-45%	-4%	5	138	-4	138
O=[N+]([O-])c1ccccc1C1Nc2cccc3cccc(c23)N1
  .	.	.	-18%	17%	3	117	-2	117
O=C(Nc1cnn(C23CC4CC(CC(C4)C2)C3)c1)c1cc(-c2ccccc2)on1
  2	74	72	-18%	8%	3	162	-3	162
COc1ccc(/C=N/NC(=O)c2cccc([N+](=O)[O-])c2)cc1OC(=O)c1ccc(C)cc1
  .	.	.	2%	-2%	.	.	.	.
Clc1ccc(-c2nnc3sc(Cc4cccs4)nn23)cc1
  -5	57	62	-6%	2%	.	.	.	.
O=[N+]([O-])c1nn(-c2ccc3c(c2)OCCO3)n(O)c1=NC1CCCCC1
  -24	66	90	31%	11%	1	60	-3	149
C=CCn1c(COc2ccccc2)nnc1SCC(=O)C(C)(C)C
  0	100	100	-14%	-2%	9	181	-9	181
CCCCCC(=O)Nc1ccc2oc(-c3cncc(Br)c3)nc2c1
  18	91	74	-5%	-13%	18	130	-18	130
O=C(OC(C(=O)NCc1cccs1)c1ccc(F)cc1)c1ccco1 (stereo not given)
  11	97	86	10%	-6%	-1	161	1	161
Nc1nonc1NC(=O)CSc1ncccc1C(=O)O
  17	103	86	8%	-4%	22	146	-22	146
N#Cc1cc2sc3nc4ccccc4n3c2cc1C#N
  5	85	79	8%	-2%	-6	99	6	99
COc1ccccc1C(=O)Nc1ccc2oc(-c3ccc(F)cc3)nc2c1
  2	69	67	6%	-4%	21	146	-21	146
COC(=O)c1sccc1NC(=O)c1c(C)noc1C
  8	100	92	12%	-4%	2	162	-2	162
O=C(NCC12CC3CC(CC(C3)C1)C2)c1nc2ncccn2n1
  -2	102	104	7%	8%	13	108	-13	108

# 5 compounds from above, showing only IL1B NFkB inh and MRP resist rev cytotoxicity.
SMILES	IL1B NFkB inh	MRP resist rev cytotoxicity
CS(=O)(=O)N(CC(=O)N1CCN(c2ccccc2)CC1)c1cccc(Br)c1	-31	88
COc1ccc(Cl)cc1NC(=O)CN1CCC(n2nnc3cc(F)ccc32)CC1	100*	65
Fc1cccc(F)c1CN1CCN(c2ncccn2)CC1	-1	97
CC(C)CN(C(=O)COC(=O)Cc1c[nH]c2ccccc12)C1CCS(=O)(=O)C1 (stereo not given)	-3	108
CCCNc1nc(Nc2ccc(C)cc2)nc(N2CCCC2)n1	1	35

# Assay outcomes (PubChem)

# The list is partial; count on the stated rates, not on these rows.
